# 14-3-3 Bad PPI: inhibitors of 14-3-3 zeta/Bad binding, primary screen, biochemical, TR-FRET, bovine 14-3-3 zeta; TR-FRET 14-3-3zeta/Dy647-pBad peptide displacement, 1 h; 14-3-3 protein zeta/delta (Bos taurus), P63103; 0.71% of 220,000 active; inhibition, % at 21.7 µM;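 active = inhibition above about 70%, limit read from the data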;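 also: 0% = full 14-3-3 plus peptide FRET controls and 100% = background without 14-3-3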
# Target sequence (P63103 whole entry, looked up): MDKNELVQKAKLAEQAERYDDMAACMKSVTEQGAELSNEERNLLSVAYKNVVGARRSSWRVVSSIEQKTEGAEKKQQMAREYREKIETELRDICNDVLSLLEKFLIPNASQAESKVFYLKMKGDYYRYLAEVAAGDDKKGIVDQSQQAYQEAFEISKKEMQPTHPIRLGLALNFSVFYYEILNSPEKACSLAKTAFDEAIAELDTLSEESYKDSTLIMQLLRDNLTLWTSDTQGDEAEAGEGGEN
# eIF4E-4G inh: eIF4E–eIF4G protein interaction inhibitors, primary screen, biochemical, uHTS, TR-FRET, eIF4GI fragment; 0.37% of 220,000 active; AID 782, 2007; Eukaryotic translation initiation factor 4E (Mus musculus) + Eukaryotic translation …; TR-FRET eIF4E-eIF4GI(517-606) binding, 2 h; inhibition, % at 21.7 µM;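 active = inhibition above about 30%, limit read from the data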;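 also: 0% = full FRET control wells and 100% = background wells lacking eIF4GI fragment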
# Calpain2 inh: inhibitors of pig calpain II, primary screen, biochemical, fluorogenic peptide substrate, 1536-well | purified calpain II, 30 min | inhibition, % at 16 µM | 0.37% of 220,000 active;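 active = inhibition above about 50%, limit read from the data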
# EP2 modulator: EP2 receptor modulators, cAMP readout, primary screen, cell-based, HTRF cAMP, PGE2 stimulation | Prostaglandin E2 receptor EP2 subtype (Homo sapiens), P43116 | EP2-expressing cells, cAMP HTRF FRET, PGE2 co-stimulation | induction, % at 25 µM | 0.83% of 260,000 active | AID 940, 2007;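 active = compounds whose cAMP rise, as percent of the full-agonist control response, exceeds 60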;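 also: rat C6 glioma line stably carrying human EP2 under a CMV promoter; the protocol text gives 20 µM as final concentration; 100% = response of wells given 1 µM PGE2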
# Target sequence (P43116 whole entry, looked up): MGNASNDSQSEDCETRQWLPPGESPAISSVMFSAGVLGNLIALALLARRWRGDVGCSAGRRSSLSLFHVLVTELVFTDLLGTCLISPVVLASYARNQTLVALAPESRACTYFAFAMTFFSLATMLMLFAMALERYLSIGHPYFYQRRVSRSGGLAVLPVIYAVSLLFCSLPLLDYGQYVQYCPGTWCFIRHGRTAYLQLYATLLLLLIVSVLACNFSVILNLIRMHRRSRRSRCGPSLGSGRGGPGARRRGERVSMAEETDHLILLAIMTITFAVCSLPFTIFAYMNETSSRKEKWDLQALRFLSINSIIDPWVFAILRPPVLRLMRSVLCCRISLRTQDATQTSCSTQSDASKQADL
# L929 necroptosis: inhibitors of zVAD-triggered necroptosis, primary screen, L929 cells. 0.38% of 220,000 active. viability rescue, % at 10 µM. L929 zVAD necroptosis rescue, ATP luminescence, 24 h; with zVAD 60 µM;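 active = activation, scaled between plate controls, above about 75%, limit read from the data; inactive = activation under that limit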;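 also: 0% = zVAD with DMSO and 100% = DMSO alone without zVAD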
# Tb hexokinase: Trypanosoma brucei hexokinase 1 inhibitors, primary screen, biochemical, G6PDH-coupled NADH absorbance, MLSCN library | hexokinase 1 [Trypanosoma brucei] | inhibition, % at 10 µM | 0.11% of 220,000 active | recombinant TbHK1, G6PDH-coupled NADH A340;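 active = inhibition of 50% or more in the single-dose primary screen; inactive = inhibition below 50%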
# Hck-Nef inh: inhibitors of Nef-activated human Hck kinase, primary screen, biochemical, Z-Lyte FRET, 384-well, Hck-YEEI; Recombinant Hck-YEEI plus Nef, Z-Lyte FRET kinase assay; inhibition, % at 20 µM; 0.68% of 220,000 active; Tyrosine-protein kinase HCK (Homo sapiens), P08631; AID 463187, 2010;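 active = Hck-Nef kinase inhibition above about 50%, limit read from the data; inactive = inhibition below that limit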;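 also: 0% = DMSO with Hck plus Nef and 100% = Hck alone without Nef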
# Rad51 HR inh: human RAD51 strand exchange inhibitors, primary screen, biochemical, fluorescence; DNA repair protein RAD51 homolog 1 (Homo sapiens), Q06609; hRad51 DNA strand exchange, fluorescence dequenching; inhibition, % at 10 µM; 0.085% of 200,000 active; AID 1385, 2008;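 active = inhibition above 40% at the single screening dose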;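 also: 0% = DMSO control wells and 100% = blanks with heterologous ssDNA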
# Target sequence (Q06609 whole entry, looked up): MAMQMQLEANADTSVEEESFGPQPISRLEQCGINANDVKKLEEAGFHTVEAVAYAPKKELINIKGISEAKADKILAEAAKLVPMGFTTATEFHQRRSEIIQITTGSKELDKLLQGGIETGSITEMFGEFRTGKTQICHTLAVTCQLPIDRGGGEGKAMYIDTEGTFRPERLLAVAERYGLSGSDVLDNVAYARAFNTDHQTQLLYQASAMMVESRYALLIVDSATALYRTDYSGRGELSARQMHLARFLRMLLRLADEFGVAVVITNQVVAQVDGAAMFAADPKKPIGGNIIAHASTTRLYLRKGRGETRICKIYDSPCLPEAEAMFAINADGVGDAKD
#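 material = hRad51 filaments on single-stranded DNA | timing = filaments 15 min 37 °C, then compound 30 min | signal = FRET fluorescence dequenching, excitation 485 nm, emission 520 nm | benchmarks = control wells and blank wells on each plate | evaluation = percent inhibition relative to plate controls and blanks | compound = 10 µM final, single point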
# EP2 antag: human EP2 receptor antagonists, primary screen, TR-FRET cAMP, C6 glioma cells | Prostaglandin E2 receptor EP2 subtype (Homo sapiens), P43116 | C6 glioma cells expressing human EP2; cells stimulated with saturating PGE2 | inhibition, % at 25 µM | 0.52% of 260,000 active | AID 1422, 2008;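 active = percent inhibition above 40 after rounding to a whole number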;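 also: rat C6 glioma host cells with rolipram phosphodiesterase inhibitor present; the protocol text gives 20 µM as final concentration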
# * hit, by the source's call; x = not tested or not shown; & = joins results of further samples; [ ] = another dose, or the depositor's remark.
SMILES,14-3-3 Bad PPI,eIF4E-4G inh,Calpain2 inh,EP2 modulator,L929 necroptosis,Tb hexokinase,Hck-Nef inh,Rad51 HR inh,EP2 antag
COC(=O)c1cccnc1N1CCN(c2ccccc2F)CC1,x,x,-11,6,0.0,-10,1,0,7
O=P(c1ccccc1)(c1ccccc1)N(c1ccccc1)c1ccccc1,11,-4,25,54,-1.2,30,-1,-5,2
CC(=O)c1nc(N2C(=O)CC(Cc3ccccc3)C2=O)sc1C (stereo not given),-4,4,16,29,0.0,-10,1,10,6
CCC1Oc2ccccc2N(CC(=O)NCCN2CCc3ccccc3C2)C1=O (stereo not given),-7[fluorescence artefact?],-5[fluorescence artefact?],3,1,0.7,3,-1,-3,3
CCOCCCNC(=S)NCCc1ccccc1,-7,11,13,-5,-0.1,1,2,5,2
Cc1cc(O)c(NC(=O)c2ccc(C)c([N+](=O)[O-])c2)cc1C,0,2,7,-43,0.6,-9,13,x,1
c1ccc(-c2oc3ncnc(NCCN4CCOCC4)c3c2-c2ccccc2)cc1,1[fluorescence artefact?],8,-128,38,0.0,-19,83*,-12,11
CN1C(=O)c2ccc(NC(=O)c3cccc(N4C(=O)CCC4=O)c3)cc2C1=O,8,2,-433,-25,0.3,1,-10,-19,3
O=C(CN1C(=O)C2C3CCC(C3)C2C1=O)NCc1ccco1 (stereo not given),-12,-2,20,17,-1.4,1,20,1,7
CC(CCc1ccccc1)NC(=O)CSc1nc(N)cc(N)n1 (stereo not given),-8,-3,18,-12,0.3,-1,1,5,-1
O=[N+]([O-])c1cccc(-c2nnc(C3CC3)o2)c1,1,2,18,9,1.2,-5,5,9,10
O=C(c1cccc(-c2nnc(-c3ccccc3)o2)c1)N1CCCCCC1,-17,5,18,7,-0.2,-3,4,2,3
COc1cc(NC(=O)N2CCOCC2)cc(OC)c1,-7[fluorescence artefact?],4[fluorescence artefact?],-14,-1,0.7,3,1,-7,7
N#Cc1cccc(NC(=O)CCC2CCCC2)c1,-3[fluorescence artefact?],0[fluorescence artefact?],20,-8,1.9,0,4,-3,13
COc1ccccc1-n1nnnc1SCC(=O)NC1CCCC1,3,-1,1,-7,-0.2,-4,0,18,4
COC(=O)CNC(c1ccccc1)c1cc(C)ccc1NS(=O)(=O)c1ccc(C)cc1 (stereo not given),-2[fluorescence artefact?],0,-7,56,-0.7,5,2,12,8
Cc1cc(C(=O)C[N+]2(C)CCOCC2)c(C)n1-c1ccc(Br)cc1,-2,-4,34,-4,1.1,2,16,1,7
CCOC(=O)c1ccc(NC(=S)N2CCC(C(N)=O)(N3CCCCC3)CC2)cc1,-7,-1,-1,-34,2.8,-1,25,-1,8
CNC(=O)C1C(=S)NC(N)=C(C#N)C1c1ccccc1 (stereo not given),-7,-3,12,7,-1.0,-13,-19,1,7
O=C(CN1C(=O)c2ccccc2C1=O)Nc1ccc(-c2nc3ccccc3o2)cc1,6,-48,96*,-10,0.3,-6,37,-1,8
CC1=C/C(=N\Nc2ccccc2[N+](=O)[O-])CC(C)(C)C1,-7[fluorescence artefact?],-4,29,48,0.7,26,-1,0,6
COc1ccc(/C=N/NC(=O)c2ccc(C)cc2)cc1CN1CCN(c2ccc(F)cc2)CC1,1,-8,-45,-14,0.0,-7,2,x,9
COc1ccc(OC)c(C(=O)NC(CC(N)=O)c2ccc(N3CCC(N4CCCC4)CC3)c([N+](=O)[O-])c2)c1 (stereo not given),-2,-6,-14,22,0.0,-2,28,5,5
COc1ccc(S(=O)(=O)N2CCc3ccccc32)cc1C(=O)OCc1c(C)noc1C,-8,-6,4,-6,-0.4,-2,0,-2,9
CC(=O)Nc1ccc(-c2csc(N/N=C\c3ccncc3)n2)cc1,6,-3,-28,-28,5.0,-35,12,7,11
Cc1ccc2c(c1)NC(=O)C(CC(=O)NCc1ccc(F)cc1)O2 (stereo not given),8[fluorescence artefact?],-3,-3,4,1.4,0,3,-14,8
CC(C)Cn1cc(C(=O)NCc2cccs2)c2c3ccccc3n(C)c2c1=O,6,3,-57,-14,-0.1,-6,2,-1,10
Cc1noc(C)c1CSCC(=O)OCC(=O)N1CC(=O)Nc2ccccc21,-5,-2,-9,10,-0.1,-3,1,0,5
Cc1cc2c(=O)oc(-c3ccc(F)cc3)nc2s1,2,-4,-56,24&18,11,-10,16,8,9&6
CSc1nc(S(=O)(=O)c2ccc(C)cc2)c(Cl)s1,-14,-3,-19,-3,1.4,-4,21,8,1
CC(C)(C)C(=O)/C(C#N)=C/c1cccs1,1,0,4,-29,-0.7,-11,17,x,10
Cc1noc(C)c1-c1nc(CS(=O)(=O)c2ccc(F)cc2)no1,0,-8,-18,2,1.1,-8,11,-6,20
Cc1ccc(S(=O)(=O)c2nc(Nc3ccccc3)sc2Cl)cc1,-7[fluorescence artefact?],10,13,-12,2.8,-1,-3,-1,8
c1ccc(-n2nnnc2-n2nnc3ccccc32)cc1,-2,-12,3,12,-0.1,8,4,0,7
CCCCNC(=O)c1ccccc1NC(=O)CN(c1ccccc1)S(=O)(=O)N(C)C,5,6[fluorescence artefact?],15,25,0.3,38,1,0,13
O=C1CC(C(=O)N2CCC(N3CCC(C(=O)NC4CC4)CC3)CC2)c2ccccc21 (stereo not given),-16,-3,-21,25,0.0,3,-2,21,5
COc1ccc(OC)c2[nH]c(=O)c(CCNC(=O)c3ccc(S(=O)(=O)N4CCCCC4)cc3)cc12,16,-10,-112,-31,1.4,-6,-1,x,x
CCN(CC)S(=O)(=O)c1cccc(C(=O)NC2CCCCC2)c1,-5,-3,27,12,1.4,1,-1,9,7
COc1cccc(OC)c1-c1nnc(-c2cn(C)c3ccccc23)o1,-1,-4,-22,4,1.0,-1,1,-8,14
CN(C)NC(=O)c1ccsc1NC(=O)c1ccc(S(=O)(=O)N(C)C)cc1,-3,-5,22,-10,1.8,-21,11,3,12
CC(C)CCN1CCN(Cc2cccs2)CC1CCO (stereo not given),5,2,18,-15,-0.6,-2,-8,x,0
COc1cc(/C=N/NC(=O)CNC(=O)c2cccs2)ccc1O,-23[fluorescence artefact?],17,-1,4,-0.1,-18,4,-5,6
O=c1c2cc(NC(=S)N3CCCCC3)ccc2nc2n1CCCCC2,-3,0,-13,-45,6.5,-6,20,11,17
Cc1ccc(/C=C/S(=O)(=O)NCC(=O)OCC(=O)N2CC(=O)Nc3ccccc32)cc1,3,2,10,-18,1.0,1,3,16,5
CC(C)C(NS(=O)(=O)c1cccc2nsnc12)C(=O)NCc1ccco1 (stereo not given),0,2,2,-22,-0.7,-16,4,x,8
CN(CC(=O)N1CCN(c2ccccn2)CC1)S(=O)(=O)c1ccccc1,9,-3,-9,31,-1.4,1,-5,-6,12
CC(=O)Nc1ccc(C(=O)OCC(=O)NC(=O)NC(C)(C)C)cc1,-11,1,-3,-21,66,-6,1,-6,14
O=C(CN1C(=O)C2CCCCN2C(=O)c2ccccc21)Nc1ccc(F)cc1 (stereo not given),-3,-2,12,-6,-0.1,3,-10,2,3
C=CCn1c(SCC(=O)Nc2cccnc2Cl)nnc1-c1ccc(Cl)cc1,0,5,26,-4,0.8,6,0,x,9
O=C(NCc1cccs1)c1ccc2c(c1)ncn2C1CCCC1,3,-1,11,-9,19,-6,2,5,13
CC(=O)Oc1ccc(C(=O)OCC(=O)c2c(N)n(C)c(=O)n(C)c2=O)cc1OC(C)=O,-10,4,-3,-12,1.6,-4,25,-12,9
COc1ccc(CCNC(=O)c2n[nH]c(=O)c3ccccc23)cc1,3,4[fluorescence artefact?],13,29,0.5,2,0,0,6
COc1ccc(N2C(=O)CCC(C(=O)Nc3ccccn3)C2c2ccc(OC)c(OC)c2)cc1 (stereo not given),8,0,14,22,-0.7,0,-2,4,4
COc1cc(C(=O)OCCN2CCOCC2)cc(OC)c1OC,50[fluorescence artefact?],-3[fluorescence artefact?],-21,23,1.7,-5,-1,7,3
COc1ccc(-c2nc3c(=O)n(C)c(=O)[nH]c3n2CCc2ccccc2)cc1,4,-1,-113,7,-0.3,2,-1,-1,15
Cn1c(CCNC(=O)c2cccs2)nnc1SCC(=O)N1CCN(c2ccccc2)CC1,3[fluorescence artefact?],2,-10,4,-0.3,7,0,4,4
CCCCOC(=O)Cn1c(=O)n(CC(=O)OCCCC)c2cc(C)ccc21,20,3,29,45,1.2,-8,2,11,10
O=C(c1cc(C(=O)N2CCOCC2)c2nc3ccccc3n2c1)c1ccccc1O,2,0,27,7,2.4,-29,3,21,17
CN1CCN(C2OC(=O)c3ccccc32)CC1 (stereo not given),-2,-3[fluorescence artefact?],-28,13,0.2,-5,3,3,2
O=C(CSC1=Nc2ccccc2C2=NC(CC(=O)NC3CCCCC3)C(=O)N12)NCc1ccco1 (stereo not given),3,6[fluorescence artefact?],-155,9,0.1,-15,1,0,13

# Later entries
SMILES,14-3-3 Bad PPI,eIF4E-4G inh,Calpain2 inh,EP2 modulator,L929 necroptosis,Tb hexokinase,Hck-Nef inh,Rad51 HR inh,EP2 antag
CCCS(=O)(=O)c1nc(S(=O)(=O)c2ccc(C)cc2)c(NCc2ccc3c(c2)OCO3)s1,0[fluorescence artefact?],-1,3,-7,-0.9,-9,4,-6,2
Cc1cc(C)n(Cc2cccc(F)c2)c(=O)c1C#N,-4,3,13,22,-0.2,-12,1,8,4
O=C(CSc1nc2ccccc2n1Cc1ccc(Cl)cc1)N/N=C/c1ccccc1C(=O)O,2,3,9,-24,1.9,4,9,-5,5
CCOc1cnc(-c2c(-c3c(Cl)cccc3Cl)noc2C)o1,7,6,21,27,-0.3,-2,11,-5,12
O=C(NCCc1ccccc1)c1ccnc(/C=N/O)c1,-3,-1,-44,5,-0.1,6,1,7,13
Nc1cccc(S(=O)(=O)Nc2ccc(Br)cc2)c1,-4,2,-6,-35,-0.8,2,12,x,6
CSc1nc2n(n1)C(c1cc(Br)ccc1F)C(C(=O)N(C)C)=C(C)N2 (stereo not given),4[fluorescence artefact?],-2[fluorescence artefact?],2,24,0.0,63*,5,0,10
CCCC/C(C)=N\NC(=O)CNS(=O)(=O)c1ccc([N+](=O)[O-])cc1,-4,10,30,12,0.7,-4,3,-2,17
CC1=NN(C(=O)c2ccc(Cn3cc(Br)c([N+](=O)[O-])n3)o2)C(O)(C(F)(F)F)C1 (stereo not given),8[fluorescence artefact?],3,23,-10,0.9,-3,5,10,6

# Limited to EP2 modulator (3 entries from above):
smiles,EP2 modulator
O=C(CSc1nc2ccccc2n1Cc1ccc(Cl)cc1)N/N=C/c1ccccc1C(=O)O,-24
CCOc1cnc(-c2c(-c3c(Cl)cccc3Cl)noc2C)o1,27
O=C(NCCc1ccccc1)c1ccnc(/C=N/O)c1,5

# An excerpt. The share of hits here may be higher or lower than overall.
